Assay outcomes from PubChem.
DRD3 agonist – qHTS of D3 Dopamine Receptor Agonist: qHTS | D(3) dopamine receptor (Homo sapiens), P35462 | D3R DiscoveRx beta-arrestin cells, luminescence, 90 min | max activation, % | actives 0.58% (n = 410,000); in the data active = max activation above about 30%; also: 0% is about no effect; mostly tested at two doses, the higher about 12 µM
Target sequence (P35462 whole entry, looked up): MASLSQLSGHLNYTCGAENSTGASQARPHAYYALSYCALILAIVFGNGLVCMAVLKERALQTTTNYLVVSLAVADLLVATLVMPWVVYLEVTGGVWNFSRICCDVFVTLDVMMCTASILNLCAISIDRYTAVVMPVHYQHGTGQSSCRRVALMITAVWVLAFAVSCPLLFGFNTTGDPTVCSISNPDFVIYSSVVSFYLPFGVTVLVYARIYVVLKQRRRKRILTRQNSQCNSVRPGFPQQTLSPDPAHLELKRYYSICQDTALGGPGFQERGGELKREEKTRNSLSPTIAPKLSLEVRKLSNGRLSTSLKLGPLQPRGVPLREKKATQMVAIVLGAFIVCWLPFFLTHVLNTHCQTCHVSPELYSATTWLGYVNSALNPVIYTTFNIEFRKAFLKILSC
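Cells at 1500/well, incubated overnight, then treated with pinned compounds (dopamine as control) for 90 min at 37 degrees C. DiscoveRx reagent added for 30 - 60 minutes at room temperature; luminescence read.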
KB-3-1 cytotox – qHTS assay for MDR1-selective chemotherapeutics: Primary screen using the parental adenocarcinoma cell KB-3-1; KB-3-1 viability, CellTiter-Glo ATP luminescence, 72 h; Potency, µM (doses to about 46.1 µM), inactives show at the top dose activity change, negative = cytotoxic, hits mostly cytotoxic; actives 1.4% (n = 400,000); also: potency is read from the fitted curve at half-maximal effect; % is scaled to controls: 0 for no effect and ±100 for the full control effect; nearly all actives have a fitted effect of over 60% in size
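Cytotoxicity measured as CellTiter-Glo luminescence after 72 h at 37 C. Compound titrations were pinned onto drug-naive KB-3-1 parental adenocarcinoma cells grown in DMEM with 10% FBS, and normalized data fitted to concentration-response curves.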
KB-V1 MDR tox – qHTS assay for MDR1-selective chemotherapeutics: Primary screen using the drug-selected MDR subline cells KB-V1; Potency, µM (doses to about 46.1 µM), inactives show at the highest dose activity change, negative = cytotoxicity, usual class: cytotoxic; KB-V1 MDR cells viability, CellTiter-Glo, 72 h; actives 3.4% (n = 400,000); also: potency is read from the fitted curve at half-maximal effect; % is scaled to controls: 0 for no effect and ±100 for the full control effect; nearly all actives have a fitted effect of over 60% in size
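Cells of the MDR subline KB-V1 are plated, dosed with compound at multiple concentrations, and incubated 72 h at 37 degrees C; CellTiter-Glo is then added and luminescence read after 10 min.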
The depositor's hits bear a star; ? = inconclusive. Unless noted, calls follow the shape of the dose curve; as a rule, active = well fitted cell-killing curve with a large enough effect; inconclusive = small, poorly fitted or top-dose-only effect, or effect the other way; inactive = flat fitted curve, though single readings scatter.

SMILES | DRD3 agonist | KB-3-1 cytotox | KB-V1 MDR tox
COc1cccc(CN(C(=O)c2oc3ccc(Br)cc3c2C)C2CCS(=O)(=O)C2)c1 (stereo not given) | -6 | -17% | -27%
Cc1ccc(C)c(NS(=O)(=O)c2ccc3c(c2)n(C)c(=O)n3C)c1 | 0 | 7% | 7%
Cc1ccc(Oc2c(C(F)(F)F)oc3cc(OCC(=O)NC4CCCCC4)ccc3c2=O)cc1 | 1 | 0% | 2%
O=C(COc1ccccc1[N+](=O)[O-])Nc1ccc(-c2nc3ccccc3s2)cc1 | 6 | 7% | 24%
Cc1nn2c(=O)cc(COC(=O)COc3ccccc3C)nc2s1 | 1 | 12% | 0%
Cc1ccc(-c2nnc(SCC(=O)N3CCc4ccccc43)o2)cc1 | 6 | 14% | 6%
COc1ccc(CCNC(=O)c2cnc3ccc(C)cn3c2=O)cc1 | 5 | 16% | 8%
Cc1ccc(OCCn2c(CNc3cccc(C)c3)nc3ccccc32)cc1 | 2 | -18% | -12%
COc1cccc(-n2c(-c3ccc(Cl)cc3)cc3c2CC(C)(C)CC3=O)c1 | -3 | -10% | -8%
Cc1ccc(C)c(-n2c(CCC(=O)O)ccc2-c2ccc(Cl)cc2)c1 | 1 | 4% | 21%
COc1ccc(-c2nc(S(=O)(=O)c3ccc(C)cc3)c(NCc3ccccc3)o2)cc1 | -15 | 4% | 2%
Cc1ccc(C(=O)c2cn(Cc3ccccc3F)c3cc4c(cc3c2=O)OCCO4)cc1 | -6 | 3% | -6%
Cc1ccc(CNC(=O)CCS(=O)(=O)c2cc(Br)cc3c2N(C(=O)C2CC2)CC3)cc1 | -4 | 6% | -5%
Cc1cc(C)c2c(=O)cc(CSCC(=O)Nc3nnc(C)s3)[nH]c2c1 | 1 | 6% | 0%
CCOc1ccc(NC(=O)NCc2cccn2Cc2ccccc2)cc1 | 2 | 2% | 20%
COc1ccc(CNC(=O)C2CCN(C(=O)N3CC(C)Oc4ccc(C)cc43)CC2)cc1 (stereo not given) | 2 | -13% | -3%
COc1cccc(NC(=O)CSC2=Nc3ccccc3C3=NC(CC(=O)NCc4ccc5c(c4)OCO5)C(=O)N23)c1 (stereo not given) | -13 | -11% | -2%
CCN1CCN(c2cc(C)c3cc(NC(=O)c4ccccc4F)ccc3n2)CC1 | -10 | 6% | ?
CCOC(=O)c1c(NC(=O)/C(C#N)=C/c2ccccc2)sc2c1CCC2 | 6 | 10% | -6%
Cc1cc(C)cc(NC(=O)C(NS(=O)(=O)c2cccc3nsnc23)c2ccccc2)c1 (stereo not given) | -10 | -2% | 3%
Cn1c(=O)c2c(nc(SCC(=O)Nc3ccc(F)cc3F)n2Cc2ccccc2)n(C)c1=O | 6 | -18% | 4%
COc1ccc(Cl)cc1NC(=O)CN1c2ccccc2S(=O)(=O)c2ccccc21 | -1 | -6% | -7%
CCc1ccccc1NC(=O)C1COc2ccccc2C1 (stereo not given) | -18 | 9% | ?
CCN(CC)S(=O)(=O)c1ccc(C(=O)NCCSc2c(-c3ccc(C)cc3)[nH]c3ccccc23)cc1 | 3 | -7% | 3%
COc1ccc(NC(=O)C(Cc2c[nH]c3ccccc23)NC(=O)OC(C)(C)C)cc1 (stereo not given) | 4 | -4% | ?
CCN(CC)c1ccc(NC(=O)CCc2nc3cccnc3n2Cc2cccs2)c(C)c1 | 3 | 2% | 5%
COc1cccc(CNC(=O)C2CCN(S(=O)(=O)c3ccc4c(c3)CCCN4C(C)=O)CC2)c1 | 7 | -20% | ?
COc1ccccc1CNC(=O)CN1C(=O)CSc2ccc(S(=O)(=O)N(C)C)cc21 | -5 | 7% | -8%
COc1ccc(Nc2ccc3cc(S(=O)(=O)N4CCCC4)ccc3n2)cc1Cl | -18 | -4% | -25%
Cc1cccc(-c2nc(Cn3c(SCc4cc(C)ccc4C)nc4ccncc43)c(C)o2)c1 | -8 | -3% | -10%
Cc1ccccc1OCC(=O)Nc1ccc(S(=O)(=O)N(Cc2ccccc2)c2ccccc2)cc1 | -10 | 4% | -27%
COC(=O)c1scc(-c2ccc(C)cc2)c1S(=O)(=O)N1CCN(c2ccccc2)CC1 | -10 | -14% | 1%
CC(NC(=O)c1ccc(NC(=O)c2nsc3ccccc23)cc1)c1ccccc1 (stereo not given) | 0 | -4% | 7%
CCOC(=O)c1c(C)[nH]c(C)c1S(=O)(=O)N(C)CC(=O)N1CCN(c2ccccc2)CC1 | -3 | -3% | 4%
CCc1nc2nc(C)cc(Nc3cc(Cl)ccc3C)n2n1 | -3 | 14% | 10%
CCOc1ccc(NS(=O)(=O)c2ccc3[nH]cc(C(=O)NC4CCCC4)c(=O)c3c2)cc1 | -4 | 10% | ?
COc1ccccc1NC(=O)Cn1c(=O)n(CC(=O)NCc2ccccc2Cl)c(=O)c2sccc21 | -20 | 3% | -15%
Cc1ccn2c(=O)cc(COc3ccc(NC(=O)COc4ccccc4)cc3)nc2c1 | 8 | 15% | 9%
CCOc1ccc(C(=O)N(Cc2cc(OC)c(OC)c(OC)c2)c2ccccn2)cc1 | 3 | -17% | -17%
COc1ccc(NC(=O)Cn2c(C)c3cnn(-c4ccccc4)c(=O)c3c2C)c(OC)c1 | 6 | 0% | -2%
COc1cc(OC)cc(C(=O)Nc2ccccc2-c2nc3ccccc3s2)c1 | 9 | -6% | 0%
Cc1ccc(-c2noc(-c3ccc(NC4CCCC4)c([N+](=O)[O-])c3)n2)cc1 | -7 | -6% | 29%
Cc1nc(-c2ccc(Cl)cc2)sc1CCNC(=O)c1cccs1 | -17 | -16% | -15%
CCOC(=O)c1sc2cccc(F)c2c1S(=O)(=O)N1CCN(c2cccc(Cl)c2)CC1 | -11 | -10% | -11%
CCOc1ccc(-c2cc(-c3nc(-c4ccc(OC)c(OC)c4)no3)[nH]n2)cc1 | 12 | -8% | 4%
COc1ccc(CN(C(=O)c2ccc(OCC(C)C)cc2)C2CCS(=O)(=O)C2)cc1 (stereo not given) | -8 | -17% | 4%
Cc1cccc(NC(=O)CCS(=O)(=O)c2cc(Br)cc3c2N(C(=O)C2CC2)CC3)c1 | -8 | 2% | -9%
CCOc1ccccc1NC(=O)C1CCN(S(=O)(=O)c2ccc3c(c2)CC(C)N3C(C)=O)CC1 (stereo not given) | 9 | 3% | 0%

In the list so far, these have an NH in an aromatic ring.
SMILES | DRD3 agonist | KB-3-1 cytotox | KB-V1 MDR tox
Cc1cc(C)c2c(=O)cc(CSCC(=O)Nc3nnc(C)s3)[nH]c2c1 | 1 | 6% | 0%
CCN(CC)S(=O)(=O)c1ccc(C(=O)NCCSc2c(-c3ccc(C)cc3)[nH]c3ccccc23)cc1 | 3 | -7% | 3%
COc1ccc(NC(=O)C(Cc2c[nH]c3ccccc23)NC(=O)OC(C)(C)C)cc1 (stereo not given) | 4 | -4% | ?
CCOC(=O)c1c(C)[nH]c(C)c1S(=O)(=O)N(C)CC(=O)N1CCN(c2ccccc2)CC1 | -3 | -3% | 4%
CCOc1ccc(NS(=O)(=O)c2ccc3[nH]cc(C(=O)NC4CCCC4)c(=O)c3c2)cc1 | -4 | 10% | ?
CCOc1ccc(-c2cc(-c3nc(-c4ccc(OC)c(OC)c4)no3)[nH]n2)cc1 | 12 | -8% | 4%

(listing goes on)
SMILES | DRD3 agonist | KB-3-1 cytotox | KB-V1 MDR tox
CCc1nn(CC(=O)NCCCc2ccccc2)c(=O)c2cc3ccccc3n12 | 0 | 9% | 6%
CC(=O)c1ccc(NC(=O)CSc2nnc3c(n2)[nH]c2ccccc23)cc1 | -7 | 17% | 9%
Cc1ccc(NC(=O)CCn2nc(-c3ccccc3)c3ccccc3c2=O)c(C)c1 | 1 | -3% | ?
Nc1c(C(=O)Nc2ccc(C(=O)O)cc2)sc2nc3c(cc12)CCCC3 | 16 | -10% | 9%
Cc1nn(-c2ccccc2)c2c1N(CCCC(=O)NC(C)c1ccccc1)C(=O)CS2 (stereo not given) | -10 | -2% | 10%
CC(=O)c1cccc(NC(=O)Nc2nnc(N3CCCC3)s2)c1 | -9 | 12% | ?
COc1ccccc1OCc1nc(-c2cccc(C)c2)no1 | 18 | 13% | 2%
CC(C)Oc1ccc(C(=O)N2CCN(c3nc4c(F)cc(F)cc4s3)CC2)cc1 | -10 | 0% | 2%
CN1CCN(C(=O)Cn2ncc3c4ccccc4n(Cc4ccc(Cl)cc4)c3c2=O)CC1 | 3 | 0% | 8%
Cc1ccccc1CNC(=O)CCS(=O)(=O)c1cc2c3c(c1)CCN3C(=O)CC2 | 3 | 9% | -3%
Cc1c(CCC(=O)NCc2ccc(F)cc2)c(=O)oc2cc(O)ccc12 | -21 | 6% | -8%
COc1ccc(NC(=O)c2cc(S(=O)(=O)NCCC3=CCCCC3)ccc2F)cc1 | 2 | ? | ?

2 compounds from above, limited to KB-3-1 cytotox:
canonical_smiles,KB-3-1 cytotox
CCc1nn(CC(=O)NCCCc2ccccc2)c(=O)c2cc3ccccc3n12,9%
CC(=O)c1ccc(NC(=O)CSc2nnc3c(n2)[nH]c2ccccc23)cc1,17%

A few values from above.
Entry for `CCc1nn(CC(=O)NCCCc2ccccc2)c(=O)c2cc3ccccc3n12` in KB-3-1 cytotox: 9%
Entry for `Cc1ccc(NC(=O)CCn2nc(-c3ccccc3)c3ccccc3c2=O)c(C)c1` in KB-3-1 cytotox: -3%

New compounds follow.
SMILES | DRD3 agonist | KB-3-1 cytotox | KB-V1 MDR tox
N#Cc1cccc(NC(=O)C2CCN(S(=O)(=O)c3ccc4c(c3)CCCN4C(=O)C3CCC3)CC2)c1 | 4 | ? | ?
Cc1cccc(NC(=O)c2ccc(-c3nc(CSc4ccccc4)c(C)o3)cc2)c1C | 8 | 3% | 3%
COc1ccc(CNC(=O)c2cnc(N3CCCC3)nc2C)c(OC)c1 | 6 | 7% | 5%
Cc1ccc(SCC(=O)Nc2cccc(-c3nc4cc(Cl)ccc4o3)c2C)cc1 | 9 | 1% | 12%
Cc1ccc2cccc(NC(=O)c3ccc(-c4cccc(Cl)c4)o3)c2n1 | -8 | -3% | 5%
O=C(NCCc1ccccc1)c1cc(-c2ccc(Cl)cc2)on1 | 0 | 3% | 13%
O=C(NC1CCCCC1)c1ccc(Cn2c(SCc3ccccc3)nc3cccnc32)cc1 | 7 | 8% | 16%
Cc1ccccc1OCCCCn1c(CCNC(=O)C(C)(C)C)nc2ccccc21 | 0 | 3% | ?
CCOC(=O)c1c(C)sc(-c2c(-c3cc(C)ccc3C)[nH]c3c2c(=O)n(C)c(=O)n3C)c1O | 3 | 3% | 21%
O=C(OCc1cc(=O)n2nc(C3CC3)sc2n1)c1ccc(NC(=O)c2ccccc2Cl)cc1 | -10 | ? | -25%
Cc1cc(-n2c(C)nc3ccccc3c2=O)ccc1NC(=O)C(F)(F)F | 0 | 5% | 5%
CCOC(=O)c1c(C)oc2nc(C)nc(Nc3cc(C)cc(C)c3)c12 | -6 | 11% | -12%
Cc1cc(C)c2c(=O)c3c(oc2c1)C(=O)N(Cc1ccco1)C3c1ccc(F)cc1 (stereo not given) | 6 | 4% | -10%
Cc1ccccc1C(=O)Nc1cc2c(cc1N1CCCCC1)n(C)c(=O)n2C | -2 | 8% | -12%
O=C(NCc1cccc(Cl)c1)c1cnc(N2CCCCC2)c2ccccc12 | 1 | -19% | 16%
COc1cc2c(cc1NC(=O)COc1ccc(Cl)cc1)oc1ccccc12 | -4 | -3% | ?
CCOc1ccc(CNC(=O)CSc2cc(=O)n(CC)c3ccccc23)cc1 | 5 | -5% | 5%
CCOc1ccc(NC(=O)C2CCN(C(=O)N3CC(C)Oc4ccc(Cl)cc43)CC2)cc1 (stereo not given) | 4 | -1% | -26%
O=C(Nc1ccc(Cl)c(C(F)(F)F)c1)C1CCCN(S(=O)(=O)c2cccc3cccnc23)C1 (stereo not given) | 12 | 7% | 3%
CCOc1nc(-c2ccc(C)cc2)ccc1-c1noc(-c2ccccc2F)n1 | 9 | -1% | 12%
Cc1ccccc1Nc1nnc(-c2ccc(C)c(S(=O)(=O)N3CCN(C)CC3)c2)c2ccccc12 | -11 | 0% | -15%
CC(=O)c1ccc(NC(=O)CSc2nc(=O)n(Cc3ccccn3)c3c2CCC3)cc1 | -1 | 3% | 17%

Looked up one by one from the entries so far:
SMILES | DRD3 agonist | KB-3-1 cytotox | KB-V1 MDR tox
COc1cc(OC)cc(C(=O)Nc2ccccc2-c2nc3ccccc3s2)c1 | 9 | -6% | 0%
Cc1ccccc1OCC(=O)Nc1ccc(S(=O)(=O)N(Cc2ccccc2)c2ccccc2)cc1 | -10 | 4% | -27%
COc1ccc(NC(=O)Cn2c(C)c3cnn(-c4ccccc4)c(=O)c3c2C)c(OC)c1 | 6 | 0% | -2%
Cc1ccc(OCCn2c(CNc3cccc(C)c3)nc3ccccc32)cc1 | 2 | -18% | -12%
O=C(COc1ccccc1[N+](=O)[O-])Nc1ccc(-c2nc3ccccc3s2)cc1 | 6 | 7% | 24%

A portion of the library. The share of hits here may be higher or lower than overall.
